Bcl-2 Bim block: disrupts Bim peptide binding to human Bcl-2; hit rate 0.06% among 190,000; P10415; Bead-based flow cytometry, Bim peptide-Bcl-2 binding; inhibition, % at 10 µM; AID 950; in the data active = inhibition above about 40%; inconclusive = no clear call, values can overlap the other calls;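 also: 0% = no compound wells with probe peptide and 100% = reference peptide inhibitor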
RGS8-Gao reg: modulates binding of RGS8 to human Galphao | response (percent of control binding), % at 10 µM | AID 1423 | P09471 | hit rate 0.34% among 220,000 | multiplexed bead flow cytometry; actives lie on both sides; in the data active = response below about 60% or above about 140%; inactive = in between;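 also: Galphao activated as the GDP aluminium fluoride complex binding bead-coupled RGS8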
Bim-Bcl-B: inhibitors of Bim-Bcl-B interaction, human; Q9HD36; bead-based flow cytometry, Bim peptide-Bcl-B binding; inhibition, % at 10 µM; hit rate 0.073% among 190,000;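 also: 0% = tracer peptide without compound and 100% = reference inhibitor peptide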
Target sequence (Q9HD36 whole entry, looked up): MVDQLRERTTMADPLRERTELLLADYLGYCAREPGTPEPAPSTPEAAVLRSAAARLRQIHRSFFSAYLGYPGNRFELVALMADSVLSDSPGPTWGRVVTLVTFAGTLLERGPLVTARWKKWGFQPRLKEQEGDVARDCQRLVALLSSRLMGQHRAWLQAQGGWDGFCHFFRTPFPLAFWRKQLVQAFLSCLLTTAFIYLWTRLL
ABCG2 block: human ABCG2 inhibition, ABCB1 as counter-screen | Q9UNQ0 | IgMXP3 cells, JC-1 efflux, flow cytometry | inhibition, % at 6.6 µM | hit rate 0.1% among 190,000;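 active = inhibition above 80%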;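 also: 0% = DMSO and 100% = nicardipine control wells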
Target sequence (Q9UNQ0 whole entry, looked up): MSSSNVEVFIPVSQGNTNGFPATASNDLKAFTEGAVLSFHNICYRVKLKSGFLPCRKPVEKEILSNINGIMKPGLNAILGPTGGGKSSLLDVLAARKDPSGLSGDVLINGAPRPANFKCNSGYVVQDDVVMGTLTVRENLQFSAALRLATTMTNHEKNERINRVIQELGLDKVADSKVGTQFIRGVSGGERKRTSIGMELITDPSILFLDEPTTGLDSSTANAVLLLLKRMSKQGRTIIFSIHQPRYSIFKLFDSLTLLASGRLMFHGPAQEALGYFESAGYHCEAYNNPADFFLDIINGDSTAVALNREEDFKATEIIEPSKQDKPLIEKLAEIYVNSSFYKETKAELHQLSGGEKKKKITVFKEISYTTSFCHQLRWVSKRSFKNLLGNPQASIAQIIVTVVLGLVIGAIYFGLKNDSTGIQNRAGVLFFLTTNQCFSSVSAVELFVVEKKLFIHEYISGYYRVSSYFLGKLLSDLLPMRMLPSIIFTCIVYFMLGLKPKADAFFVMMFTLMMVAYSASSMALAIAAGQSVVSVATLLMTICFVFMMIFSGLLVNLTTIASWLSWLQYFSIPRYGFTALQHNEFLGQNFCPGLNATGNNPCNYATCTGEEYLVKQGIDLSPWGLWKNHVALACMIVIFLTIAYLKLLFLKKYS
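test system = two drug-resistant human cell lines, ABCG2 and ABCB1 | amount = 3 million cells/mL final, two lines in 1:1 ratio | reagent = JC-1 transporter substrate | doses = one concentration, 6.6 µM final | incubation = 10 min at 25 °C | signal = flow cytometric JC-1 green MFI at 530 nm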
Bim-Bcl-XL: disrupts Bim peptide binding to human Bcl-XL; bead flow cytometry, fluorescence; inhibition, % at 10 µM; hit rate 0.04% among 190,000
Bim-Bfl-1: inhibitors of Bim-Bfl-1 interaction, human. Q16548. Bead-based flow cytometry, Bim-Bfl-1 binding inhibition. inhibition, % at 10 µM. hit rate 0.12% among 190,000. AID 1008;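 also: 0% = wells without compound plus tracer and 100% = blocker peptide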
ABCB1 inh: inhibitors of human ABCB1 transporter, ABCG2 counter-screen; AID 1326; P08183; hit rate 0.067% among 190,000; CCRF-Adr cells, JC-1 efflux, flow cytometry; inhibition, % at 6.6 µM; in the data active = inhibition above about 40%;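 also: 0% = vehicle and 100% = reference inhibitor; higher value means more JC-1 retained so stronger ABCB1 efflux block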
GSH bead fluor: compound fluoresces at 488/530 nm on GSH beads. GSH beads flow cytometry, compound fluorescence 488/530 nm; hits give high values. fluorescence (KMESF) at 10 µM. AID 1776. hit rate 0.25% among 190,000; in the data active = fluorescence above about 89;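 also: glutathione beads carrying GST-tagged Bcl family fusion proteins plus one bare bead set; values are compound well signal with DMSO vehicle wells as background; inactives centre near 16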
Bim-Bcl-W: inhibitors of Bim-Bcl-W interaction, human | bead-based flow cytometry, Bim peptide-Bcl-W binding | hit rate 0.02% among 190,000 | inhibition, % at 10 µM | Q92843 | AID 952;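 also: 0% = bound tracer without compound and 100% = peptide blocker; higher means less fluorescent Bim peptide bound to Bcl-W beads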
RGS7-Gao reg: modulates binding of RGS7 to human Galphao | AID 1439 | hit rate 0.35% among 220,000 | Multiplexed bead flow cytometry; actives lie on both sides | binding response (% of control), % at 10 µM | P09471; in the data active = binding response below about 49% or above about 150%; inconclusive = no clear call, values can overlap the other calls; inactive = in between;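 also: fluorescent Galphao held in activated GDP-AlF4 state binding bead-coupled RGS7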
RGS4-Gao reg: modulates binding of RGS4 to human Galphao; P09471; Multiplexed bead flow cytometry; actives lie on both sides; binding response (% of control), % at 10 µM; hit rate 0.33% among 220,000; in the data active = binding response below about 49% or above about 150%; inactive = in between;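 also: fluorescent Galphao activated with aluminum fluoride binding bead-coupled RGS4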
Active calls of the source: *; ? = inconclusive; & = joins results of further samples. Rule as the data show it, unless noted: active = inhibition above about 40%. Hits appear at their usual frequency. About 1.1% of those tested had a hit in this group.

#1 Cc1cn([C@H]2C=C[C@@H](CO)O2)c(=O)[nH]c1=O
#2 S=C(Nc1ccc2c(c1)OCCO2)Nc1ccc2c(c1)OCO2
#3 CC(=O)OCc1c(F)c(F)c(-n2nc(C)cc2C)c(F)c1F
#4 COc1ccc2nc3oc(C(=O)NCc4cccs4)cc3cc2c1
#5 O=C(CS(=O)(=O)c1cn(Cc2ccccc2Cl)c2ccccc12)N1CCOCC1
#6 O=C(COc1ccc(Cl)cc1)N(Cc1ccccc1)c1nc(-c2ccccc2)cs1
#7 O=C(O)CN1C(=O)/C(=C/c2ccc(SCc3ccccc3)o2)SC1=S
#8 COc1ccc(S(=O)(=O)N2CCN(CC(=O)Nc3ccc(C)c(F)c3)CC2)cc1

Screen / compound no.	1	2	3	4	5	6	7	8
Bcl-2 Bim block	-4&-3	0	0	-8	0	-4	6	-4
RGS8-Gao reg	105&100	97	103	102	102	96	98	107
Bim-Bcl-B	-7&1	-8	-4	-13	-5	-2	-13	-2
ABCG2 block	6&6	4	0	1	2	0	1	1
Bim-Bcl-XL	-6&0	-4	-4	-7	-6	-11	-1	-1
Bim-Bfl-1	-5&0	-7	0	-2	-1	-12	9	-1
ABCB1 inh	0.1	0.5	0.0	0.4	1.0	0.0	0.3	0.4
GSH bead fluor	20&65	27	21	14	15	51	14	24
Bim-Bcl-W	-7&0	0	-4	-11	-3	1	5	0
RGS7-Gao reg	102&101	93	100	100	101	96	95	103
RGS4-Gao reg	103&100	90	101	99	103	95	97	106

#9 COCCCn1c(SCC(=O)NCc2ccco2)nc2sc3c(c2c1=O)CCC3
#10 CC(C)c1ccccc1NC1=CC(=O)CC(C)(C)C1
#11 Cc1cccc(NC(=O)CSc2ncnc3c2oc2ccccc23)c1
#12 CC1CCN(C(=S)Nc2cccc(S(=O)(=O)N(C)C)c2)CC1
#13 COc1ccc(S(=O)(=O)N(CC(=O)NCCC(C)C)c2ccccc2)cc1OC
#14 CC1=C(C(=O)OC2CCCCCC2)C(c2ccc(C)o2)C2=C(CCCC2=O)N1 (stereo not drawn)
#15 O=C(Nc1ccc(N2CCCC2)c(Cl)c1)c1cccs1
#16 COc1ccccc1CNc1ccc([N+](=O)[O-])cc1C

Screen / compound no.	9	10	11	12	13	14	15	16
Bcl-2 Bim block	-3	0	-4	-1	-4	-12	0	-1
RGS8-Gao reg	95	101	99	99	101	98	97	106
Bim-Bcl-B	-2	-7	-9	-11	-4	-9	-5	-1
ABCG2 block	19	1	0	7	1	47	2	6
Bim-Bcl-XL	-6	-4	-4	0	-2	-5	0	-3
Bim-Bfl-1	0	-1	-9	-1	-4	-17	4	-5
ABCB1 inh	3.2	2.7	-0.4	0.5	0.9	2.6	0.1	0.3
GSH bead fluor	28	11	24	13	13	21	24	11
Bim-Bcl-W	-3	-2	-1	1	-2	0	-2	0
RGS7-Gao reg	97	96	98	?	95	96	105	103
RGS4-Gao reg	98	95	99	99	96	97	107	104

#17 CCC1(CC)N=C(c2ccccc2)C(=S)N1
#18 COc1cc2[nH]c(=O)n(CCCCCC(=O)N3CC=C(c4ccccc4)CC3)c(=O)c2cc1OC
#19 Cc1[nH]c2c(Cl)cccc2c(=O)c1CN1CCCC1
#20 COC(=O)c1cc(OC)c(OC)cc1NC(=O)C(C)Sc1ccc(C)cc1 (stereo not drawn)
#21 Cc1ccccc1C(=O)Nc1ccccc1-c1nnn(CC(=O)Nc2ccc3c(c2)OCCO3)n1
#22 CCC(C)(C(=O)Nc1ccc2c(c1)OCCO2)N(C(C)=O)c1ccc(C(N)=O)cc1 (stereo not drawn)
#23 O=C(Oc1ccc2c(=O)c(Oc3ccc4ccccc4c3)coc2c1)c1cccnc1
#24 COc1ccc(OCC#CCNC(C)(C)C)cc1

Screen / compound no.	17	18	19	20	21	22	23	24
Bcl-2 Bim block	-2	-1	-20	-6	-6	-1	3	-10
RGS8-Gao reg	93	97	101	104	89	100	103	100
Bim-Bcl-B	-12	-6	-9	-9	-5	-2	-5	-7
ABCG2 block	14	6	-2	4	2	1	8	-1
Bim-Bcl-XL	-5	4	-7	-6	-1	-1	0	-6
Bim-Bfl-1	-4	-5	-16	-15	-2	-12	4	-15
ABCB1 inh	1.0	0.7	-1.1	1.0	0.8	0.1	0.4	-0.2
GSH bead fluor	15	8	26	12	12	5	6	46
Bim-Bcl-W	-5	1	-1	-4	-4	3	2	4
RGS7-Gao reg	89	99	100	100	79	104	102	101
RGS4-Gao reg	88	93	101	108	76	104	105	102

#25 COc1ccc(S(=O)(=O)N(CCc2ccccc2)CC(=O)NCCCO)cc1
#26 Cn1nnc(-c2ccc(OCc3ccccc3F)cc2)n1
#27 O=C(NCCC1=CCCCC1)C(c1ccccc1)c1ccccc1
#28 Cc1ccc(C)n1NC(=O)c1ccc(Cl)cc1Cl
#29 Cc1ccc(C)c(Cn2c(CO)nc3ccccc32)c1
#30 Cc1ccc(CSC2=NCCN2S(=O)(=O)c2ccccc2)cc1
#31 CCCc1nnc(SCC(=O)N2CCCCC2C)n1CC1CCCO1 (stereo not drawn)
#32 CCOC(=O)C1CCCN(Cc2cccs2)C1 (stereo not drawn)

Screen / compound no.	25	26	27	28	29	30	31	32
Bcl-2 Bim block	-8	-7	-3	-8	-5	-3	-1	-5
RGS8-Gao reg	101	103	99	97	112	101	101	102
Bim-Bcl-B	-7	-7	1	-10	-2	-4	0	-1
ABCG2 block	1	2	5	0	2	1	1	1
Bim-Bcl-XL	-7	-4	-2	-4	2	-2	0	1
Bim-Bfl-1	-10	-11	0	-11	-1	-5	0	-1
ABCB1 inh	0.3	1.1	0.9	-0.1	0.4	0.3	0.2	0.3
GSH bead fluor	13	22	13	23	27	12	10	14
Bim-Bcl-W	-3	-1	-5	-1	-2	-5	-1	-1
RGS7-Gao reg	99	103	96	93	101	103	97	100
RGS4-Gao reg	103	100	98	97	105	101	95	99

#33 O=C(O)C(F)(F)S(=O)(=O)O
#34 CN(Cc1ccccc1)CC(O)COc1ccc(CNCc2nccn2C)cc1 (stereo not drawn)
#35 Cc1cccc(-c2nnn(CC/C(N)=N/O)n2)c1
#36 CCOC(=O)C1CCCN(CCC(=O)Nc2c(C(=O)OC)[nH]c3cc(OC)ccc23)C1 (stereo not drawn)
#37 Cc1nn2c(c1-c1ccc(Cl)cc1)N=C(c1ccco1)CC2c1ccccc1 (stereo not drawn)
#38 Cc1ccc(/C=[N+](/[O-])C2SC(=S)N(C)C2(C)C)cc1 (stereo not drawn)
#39 Cc1cc(C)c2sc(NNC(=O)c3ccc(S(=O)(=O)N4CCc5ccccc5C4)cc3)nc2c1
#40 COc1ccc(CNC(=O)/C=C/c2ccccc2[N+](=O)[O-])cc1

Screen / compound no.	33	34	35	36	37	38	39	40
Bcl-2 Bim block	1	-6	-1	-7	-1	1	-1	-4
RGS8-Gao reg	100	107	105	100	97	93	103	100
Bim-Bcl-B	-1	-4	2	-7	-1	6	-5	-2
ABCG2 block	0	1	3	5	0	0	-3	6
Bim-Bcl-XL	-7	-6	0	-5	-1	12	-7	-4
Bim-Bfl-1	1	-6	1	-8	3	8	0	-6
ABCB1 inh	0.0	0.1	1.0	0.8	0.3	0.1	-1.8	0.7
GSH bead fluor	17	18	23	33	16	35	12	16
Bim-Bcl-W	-9	-7	-1	-2	-3	4	-1	0
RGS7-Gao reg	100	102	90	96	96	93	104	101
RGS4-Gao reg	99	103	89	101	96	91	105	101

#41 CCOC(=O)COn1c(=O)c(C)[n+]([O-])c2ccccc21
#42 CCOC(=O)c1cc2cc(F)ccc2nc1C
#43 Cn1c(=O)n(CC(=O)Nc2ccc(F)cc2)c2ccccc21
#44 Cn1c(=O)c2c3c(sc2n2c(SCc4ccccc4)nnc12)CCCC3
#45 COc1ccc(N2C(=O)CC(N3CCN(S(=O)(=O)c4cc(C)ccc4C)CC3)C2=O)cc1 (stereo not drawn)
#46 COc1cc(S(=O)(=O)N2CCOCC2)ccc1F
#47 Nc1nc2n(n1)C(=O)CC(c1ccccc1)N2 (stereo not drawn)

Screen / compound no.	41	42	43	44	45	46	47
Bcl-2 Bim block	1	-6	-5	-4	-1	-7	-3
RGS8-Gao reg	103	101	101	102	102	126	102
Bim-Bcl-B	-3	-4	0	-13	-1	-3	-3
ABCG2 block	1	0	0	5	3	0	0
Bim-Bcl-XL	2	-6	0	-6	0	-1	-3
Bim-Bfl-1	-5	-9	-6	-3	-1	-7	-6
ABCB1 inh	0.1	-0.2	0.3	1.9	1.4	-1.1	0.9
GSH bead fluor	15	24	50	7	12	33	12
Bim-Bcl-W	3	1	0	-3	2	-3	-2
RGS7-Gao reg	101	98	99	101	100	111	102
RGS4-Gao reg	102	99	100	101	98	121	99

Some of the entries so far, in markdown.
| entry | Molecule | Bcl-2 Bim block | RGS8-Gao reg | Bim-Bcl-B | ABCG2 block | Bim-Bcl-XL | Bim-Bfl-1 | ABCB1 inh | GSH bead fluor | Bim-Bcl-W | RGS7-Gao reg | RGS4-Gao reg |
| --- | --- | --- | --- | --- | --- | --- | --- | --- | --- | --- | --- | --- |
| 21 | Cc1ccccc1C(=O)Nc1ccccc1-c1nnn(CC(=O)Nc2ccc3c(c2)OCCO3)n1 | -6 | 89 | -5 | 2 | -1 | -2 | 0.8 | 12 | -4 | 79 | 76 |
| 22 | CCC(C)(C(=O)Nc1ccc2c(c1)OCCO2)N(C(C)=O)c1ccc(C(N)=O)cc1 (stereo not drawn) | -1 | 100 | -2 | 1 | -1 | -12 | 0.1 | 5 | 3 | 104 | 104 |
| 23 | O=C(Oc1ccc2c(=O)c(Oc3ccc4ccccc4c3)coc2c1)c1cccnc1 | 3 | 103 | -5 | 8 | 0 | 4 | 0.4 | 6 | 2 | 102 | 105 |
| 24 | COc1ccc(OCC#CCNC(C)(C)C)cc1 | -10 | 100 | -7 | -1 | -6 | -15 | -0.2 | 46 | 4 | 101 | 102 |
| 25 | COc1ccc(S(=O)(=O)N(CCc2ccccc2)CC(=O)NCCCO)cc1 | -8 | 101 | -7 | 1 | -7 | -10 | 0.3 | 13 | -3 | 99 | 103 |

High-throughput results deposited in PubChem by NMMLSC.
